MIN6 prolif: inducers of MIN6 beta-cell proliferation, primary screen, ATP luminescence, uHTS; MIN6 cells proliferation, ATPlite luminescence, 48 h; cells starved in 0.2% serum; 100% = growth in 10% serum; proliferation, % at 10 µM; hit rate 0.29% among 330,000; AID 2380, 2010;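 active = compounds whose signal lies at least 3.5 SD above the mean of all wells on their plate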;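 also: 0% = DMSO-treated cells in low-serum medium and 100% = 10% serum control; some compounds called inactive have numbers as strong as hits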
MPTP inh: mitochondrial permeability transition pore inhibitors, primary screen, biochemical, isolated mouse mitochondria, absorbance | Ca2+ swelling absorbance, 30 min | inhibition, % at 10 µM | hit rate 1.4% among 360,000 | AID 602449, 2012;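 active = inhibition of 50% or more, scaled per plate between neutral and stimulator controls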;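 also: 0% = DMSO wells given calcium and 100% = 1 mM EGTA wells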
APJ antag: antagonists of human apelin receptor APJ, primary screen, CHO-K1 cells, beta-arrestin complementation, luminescence; P35414; inhibition, % at 20 µM; hit rate 0.32% among 330,000; AID 2521, 2010;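 active = inhibition above about 40% at 20 µM, limit read from the data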;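 also: cells challenged with 10 nM apelin-13 agonist together with compound; plate controls were apelin-13 plus DMSO wells for no effect and DMSO wells lacking apelin-13 for full effect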
Target sequence (P35414 whole entry, looked up): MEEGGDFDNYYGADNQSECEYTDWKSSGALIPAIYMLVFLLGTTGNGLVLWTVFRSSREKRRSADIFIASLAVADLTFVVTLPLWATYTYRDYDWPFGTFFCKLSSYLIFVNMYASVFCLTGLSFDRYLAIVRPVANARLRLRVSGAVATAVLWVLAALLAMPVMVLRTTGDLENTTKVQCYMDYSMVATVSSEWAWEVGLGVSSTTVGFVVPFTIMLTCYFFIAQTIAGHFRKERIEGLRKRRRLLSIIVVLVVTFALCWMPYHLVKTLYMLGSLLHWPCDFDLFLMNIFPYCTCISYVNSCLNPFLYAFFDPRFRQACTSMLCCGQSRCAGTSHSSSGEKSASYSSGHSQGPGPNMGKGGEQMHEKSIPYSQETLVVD
TIM10 inh: growth inhibitors of isogenic TIM10 control yeast, primary screen, counter-screen for tim10-1 yeast inhibitor project, luminescence, uHTS; S. cerevisiae TIM10 strain growth, BacTiter-Glo luminescence, 24 h; inhibition, % at 10 µM; hit rate 1.4% among 330,000; AID 463195, 2010;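 active = inhibition of 40% or more at the single tested concentration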;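 also: wild-type TIM10 isogenic control strain grown at permissive 25 °C; 0% = DMSO yeast wells and 100% = minimal medium wells without yeast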
tim23-1 inh: growth inhibitors of tim23-1 mutant yeast, primary screen, luminescence, uHTS; hit rate 1.3% among 330,000; inhibition, % at 20 µM; S. cerevisiae tim23-1 growth, BacTiter-Glo luminescence, 24 h; AID 463212, 2010;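 active = growth inhibition of the mutant yeast at or above 50%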;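 also: temperature-sensitive mutant grown at 25 °C; plate controls were DMSO-treated mutant yeast for no effect and medium wells lacking yeast for full effect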
NLRP3 yeast inh: NALP3 inflammasome inhibitors in reconstituted yeast, primary screen, luminescence, uHTS; Yeast reconstituted NLRP3/ASC/caspase-1, beta-gal luminescence, 24 h; inhibition, % at 10 µM; hit rate 0.39% among 330,000; AID 2825, 2010;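 active = inhibition of 50% or more; inactive = inhibition below 50%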;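 also: plate controls were induced DMSO wells for no effect and uninduced yeast grown without galactose for full effect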
tim10-1 inh: growth inhibitors of tim10-1 mutant yeast, primary screen, luminescence, uHTS; S. cerevisiae tim10-1 ts strain growth, BacTiter-Glo, 24 h; inhibition, % at 20 µM; hit rate 2.2% among 330,000; AID 463190, 2010;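 active = inhibition of at least 40%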;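 also: mutant grown at 25 °C; 0% = DMSO wells with yeast and 100% = wells holding no yeast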
APJ agonist: agonists of human apelin receptor APJ, primary screen, CHO-K1 cells, PathHunter beta-arrestin, luminescence; 0% DMSO wells, 100% apelin; hit rate 0.11% among 330,000; activation, % at 20 µM;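 active = activation more than six SD over the plate average, tested at 20 µM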;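 also: 0% = DMSO alone and 100% = apelin-13 at 10 nM; some results filed as inactive read as strong as hits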
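system = engineered CHO-K1 APJ arrestin reporter cells | input = 1000 cells per well | timing = overnight seeding, 90 min compound at 25 °C, 1 h detection | measured by = enzyme-fragment complementation luminescence | read-out = beta-arrestin recruitment to APJ as agonist activity, luminescent signal | control set = negative DMSO alone, positive Apelin-13 at 10 nM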
NR3A LBD binder: binders of NR3A ligand-binding domain, primary screen, biophysical, differential scanning fluorimetry, uHTS; hit rate 2.5% among 340,000; NR3A LBD differential scanning fluorimetry, Tm shift; 0% = protein alone, 100% = glycine-bound protein; AID 1259313, 2017; Tm shift relative to glycine control, % at 25 µM;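 active = melting temperature shift of at least 10% of the positive control shift, at one fixed dose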
Starred values were filed as active, the others as inactive; x = no result given.

Results follow in this order: MIN6 prolif, MPTP inh, APJ antag, TIM10 inh, tim23-1 inh, NLRP3 yeast inh, tim10-1 inh, APJ agonist, NR3A LBD binder
CC(C)(C)CN1CCNC(=O)C1CC(=O)N1CCN(c2ccccc2)CC1 (centres undefined)
→ 0, 0.7, 8, 10, 16, -14, 3, -3, -1
O=C(O)c1ccc(NCc2nc3ccccc3n2CCOc2ccccc2Cl)cc1
→ 0, -0.6, -12, 12, 5, 1, 2, -1, -3
COc1cc(OC)c(NC(=S)Nc2cc(Cl)cc(Cl)c2)cc1Cl
→ -3, 104*, 10, 41*, 54*, 4, 54*, 0, 27*
COCCN=c1scc(-c2cccs2)n1/N=C/c1ccc(O)c(O)c1O
→ -4, 8.1, -12, 36, 31, 26, 31, 6, 0
Cc1ccc(OCc2cc(C(=O)N(C)Cc3cc(C4CC4)n[nH]3)no2)cc1C
→ -1, -0.5, -38, -2, 31, 27, 12, 5, 0
CCN(CC(=O)NC(C)C)C(=O)Cc1ccc(C)c(C)c1
→ 3, 0.1, -7, 4, 5, 4, 5, 0, 1
Nc1nc(N2CCCCC2)c(C=O)c(N2CCCCC2)n1
→ -3, 0.8, -9, -9, 11, 16, 14, -1, 0
Cn1c(O)c(N=NC(=O)c2ccco2)c2ccccc21
→ -2, 8.6, -2, -2, -2, 18, 10, -2, -2
CCOC(=O)C1CCN(S(=O)(=O)c2cc(Br)cc3c2N(C(C)=O)C(C)C3)CC1 (centres undefined)
→ -3, 1.3, 11, 31, 28, -5, 33, 6, -1
Cc1c([N+](=O)[O-])cc(C(=O)NCc2ccc(F)cc2)cc1[N+](=O)[O-]
→ 2, -0.2, -45, 8, 14, 10, 11, 1, -5
Cc1cc(C)n2nc(SCC(=O)c3cc(C)n(-c4cc(C)on4)c3C)nc2n1
→ -4, 81*, -23, -35, -2, 13, -2, 3, 0
CC(C)c1ccccc1-n1c(SCc2cc(=O)oc3ccc4ccccc4c23)nnc1-c1cccnc1
→ -6, 2.7, 13, -17, 27, -10, -3, -2, -6
COc1cc(NC(=O)c2ccccc2F)c(OC)cc1NC(=O)CN1CCOCC1
→ -1, -1.3, 7, 14, 30, -4, 43*, 2, -1
O=C(c1cc(COc2ccc(F)cc2F)on1)N1CCN(C(=O)c2ccco2)CC1
→ -2, -1.0, 12, 0, 28, 17, 29, -2, 3
COc1ccc(-n2nc(C(=O)NCC(=O)NCC3CCCO3)c3ccccc3c2=O)c(OC)c1 (centres undefined)
→ -2, 1.3, 7, -6, 3, 16, 12, -4, 3
COc1ccc(-c2nnc(SCc3ccc(C(=O)O)cc3)o2)cc1OC
→ -2, -0.4, -2, 0, -7, 19, 2, -1, -1
CSc1ccc(NC(=O)NCCN2CCc3ccccc3C2)cc1
→ -1, 3.7, 5, 8, 14, 10, 6, -3, -1
O=C1c2ccccc2C(=O)c2c1cccc2N1CCN(Cc2ccccc2)CC1
→ -5, 5.4, 4, 41*, 28, -4, 49*, -15, -1
C=C(C)C1CC=C(C)/C(=N/NC(=O)c2ccoc2C)C1 (centres undefined)
→ 0, 0.4, -3, -4, 16, 11, 16, -1, -1
Cc1ccc(OCCn2ccnc2)c([N+](=O)[O-])c1
→ -3, -0.3, 9, -10, -14, -3, -12, 5, -1

Going on with the list.
Results follow in this order: MIN6 prolif, MPTP inh, APJ antag, TIM10 inh, tim23-1 inh, NLRP3 yeast inh, tim10-1 inh, APJ agonist, NR3A LBD binder
COc1ccccc1N1CCN(CCNC(=O)Nc2cccc(C)c2C)CC1
→ -5, 0.6, 3, 21, 16, 28, 26, -3, 0
CCn1cc(Br)c(C(=O)NN)n1
→ 0, -2.0, 0, -7, 9, -1, 10, -3, 2
CCCOc1ccc(C(=O)Nc2ccc(S(=O)(=O)N3C[C@@H]4C[C@@H](C3)c3cccc(=O)n3C4)cc2)cc1
→ -5, 0.9, 7, 3, 10, 11, 9, 2, 3
O/N=C1\CCC\C1=C/c1ccco1
→ -1, 0.1, 18, 10, 20, 6, 19, -3, -1
Cc1nc(-c2ccc([N+](=O)[O-])cc2)c(-c2ccccc2)o1
→ 4, 0.2, -32, 0, 40, 5, 15, -2, 0
O=C(c1ccco1)N1CCN(C(c2cccs2)c2sc3ncnn3c2O)CC1 (centres undefined)
→ -2, -1.2, 3, -3, -9, 15, -9, -1, -1
O=C(Cc1ccc(Cl)cc1Cl)OCC(=O)N1CCN(C(=O)c2ccco2)CC1
→ -2, 0.7, 13, -4, 24, 14, 15, 0, -2
O=C(CCc1nc2ccccc2c(=O)[nH]1)N1CCN(S(=O)(=O)c2ccc(F)cc2)CC1
→ 2, -0.3, 3, 4, -5, -1, -1, -2, 1
COc1ccc(S(=O)(=O)Nc2ccc(NC(C)=O)cc2)cc1
→ -3, 0.6, -8, -16, 4, 5, 13, -1, 0
CCOc1ccccc1OCC(=O)Nc1cccc(S(=O)(=O)N2CCCCCC2)c1
→ -7, 0.4, 7, 13, 35, 18, 37, -7, -5
COc1ccc(C(=O)c2no[n+]([O-])c2C(=O)c2ccc(OC)cc2)cc1
→ -4, -1.4, -28, 4, 32, 70*, 7, 1, -1
COCCN(C(=O)c1csnn1)C(C(=O)NC(C)(C)C)c1cccc(OC)c1 (centres undefined)
→ -3, 0.6, 3, -17, 21, -8, 17, 0, -1
O=c1cc(-c2c(F)c(F)c(F)c(F)c2F)oc2c(F)c(F)c(F)c(F)c12
→ -6, x, 52*, 54*, 31, 20, 42*, 0, x
COc1cccc(CNC(=O)COc2cccc3c2OC(C)(C)C3)c1
→ 6, -0.1, 14, 5, 24, 21, 20, -2, 1
COc1ccc(C(=O)N2CCCC(N3CCN(c4ccccc4OC)CC3)C2)c(OC)n1 (centres undefined)
→ 0, -1.2, 23, -2, -6, 18, 12, -3, -1
Cc1cc(C)nc(SCCc2ccncc2)n1
→ -3, 1.3, 5, -9, 9, 7, 19, -2, -1
COc1cc(C(=O)N(Cc2ccc(C)o2)C2CCS(=O)(=O)C2)cc(OC)c1OC (centres undefined)
→ -3, -2.7, 4, -7, -8, 0, 4, 5, -2
Cc1noc(C)c1C(=O)N(CC(=O)Nc1ccccc1Br)Cc1ccco1
→ -2, -1.0, 14, 3, 18, 7, 3, -6, 1
CCCN(CC1CC1)C(=S)Nc1ccc(Oc2ccccc2)cc1
→ -5, 47, 10, 27, 44, 23, 17, -1, -8
O=C(NCC(=O)N(Cc1ccco1)C(C(=O)NC1CCCC1)c1cccnc1)c1ccco1 (centres undefined)
→ 3, -0.1, 4, -26, -2, -1, 0, -2, 0

5 compounds drawn at random from those above, as already listed:
Results follow in this order: MIN6 prolif, MPTP inh, APJ antag, TIM10 inh, tim23-1 inh, NLRP3 yeast inh, tim10-1 inh, APJ agonist, NR3A LBD binder
CCn1cc(Br)c(C(=O)NN)n1
→ 0, -2.0, 0, -7, 9, -1, 10, -3, 2
O=C(c1ccco1)N1CCN(C(c2cccs2)c2sc3ncnn3c2O)CC1 (centres undefined)
→ -2, -1.2, 3, -3, -9, 15, -9, -1, -1
COCCN(C(=O)c1csnn1)C(C(=O)NC(C)(C)C)c1cccc(OC)c1 (centres undefined)
→ -3, 0.6, 3, -17, 21, -8, 17, 0, -1
O=C(CCc1nc2ccccc2c(=O)[nH]1)N1CCN(S(=O)(=O)c2ccc(F)cc2)CC1
→ 2, -0.3, 3, 4, -5, -1, -1, -2, 1
Cc1noc(C)c1C(=O)N(CC(=O)Nc1ccccc1Br)Cc1ccco1
→ -2, -1.0, 14, 3, 18, 7, 3, -6, 1

(more compounds)
Results follow in this order: MIN6 prolif, MPTP inh, APJ antag, TIM10 inh, tim23-1 inh, NLRP3 yeast inh, tim10-1 inh, APJ agonist, NR3A LBD binder
CCCCCCn1c(NCC)nc2c1c(=O)n(C)c(=O)n2C
→ -5, 56*, 9, -11, -16, 25, -4, 1, -1
COc1cc(OC)c(NC(=O)C2CCN(S(=O)(=O)c3ccc4c(c3)CC(C)N4C(C)=O)CC2)cc1Cl (centres undefined)
→ -6, 1.3, 1, 12, 5, 8, 8, 10, -14
Cc1cc2nnc(SCC(=O)NCC(c3ccccc3)N(C)C)n2c2ccccc12 (centres undefined)
→ 5, -0.2, 11, -1, -6, 8, -15, -1, -4
Cc1cnc(NC(=O)Cc2ccccc2F)s1
→ 0, -3.7, 5, 10, -2, 16, -15, -3, 0
COc1ccc(CNC(=O)/C=C/c2ccc(OCCCF)cc2)cc1OC
→ -1, -1.9, -4, -23, 4, 7, 12, 3, -1
O=C(Cn1c2ccc(F)cc2c2nc3n(c(=O)c21)CCS3)NC1CCCC1
→ 1, 0.0, 13, 9, 15, 20, 0, 0, -4
CC(C)=CCC[C@](C)(OC1OC(COC2OCC(O)C(O)C2O)C(O)C(O)C1O)C1CC[C@]2(C)C1C(O)CC1[C@@]3(C)CCC(O[C@@H]4O[C@H](CO)C(O)C(O)C4O[C@@H]4OC(CO)C(O)C(O)C4O)C(C)(C)C3CC[C@]12C (some centres undefined)
→ 0, -2.8, -4, -8, 26, 23, 28, -2, -3
CC(=O)Nc1ccc(S(=O)(=O)N2CCC(C(=O)O)CC2)cc1
→ 1, -0.7, -2, -2, 1, 13, -6, 0, -2
Cc1cc(C)nc(N(C#N)Cc2ccccc2Cl)n1
→ 1, -0.5, 4, 5, 30, 11, 20, -1, 1
CCOC(=O)c1sc(=S)n(-c2ccccc2)c1SC
→ -2, 3.8, 7, -12, 34, 33, 28, -3, 0
COc1ccc(NC(=O)N(CCN2CCCC2)Cc2cc3cc(OC)c(OC)cc3[nH]c2=O)cc1
→ -2, -4.6, 9, -5, -1, 6, -1, -4, 0
COc1ccc(/C(C)=N/NC(=O)Cn2nc([N+](=O)[O-])cc2C)cc1
→ -3, 0.2, -9, -19, -6, 7, -9, -2, 3
Cc1c(CCO)c(=O)n(C)n1C(=O)c1ccc(Cl)cc1
→ -2, 2.4, -8, 5, 2, -3, 17, -3, 1
O=S(=O)(CCN1CCN(C(c2ccccc2)c2ccccc2)CC1)C(F)(F)F
→ -4, 3.2, 18, 31, 26, 16, 41*, -1, 5
Cc1ccc(N2C(=O)c3n[nH]c(C)c3C2c2ccco2)cc1 (centres undefined)
→ -1, 0.2, 17, 3, 16, -9, 16, -1, -2
CSc1nc(-c2ccccc2F)c(C#N)c(=O)n1C
→ -2, -3.2, 12, 10, 2, 10, 3, -2, 1
Cc1ccc(S(=O)(=O)N2CCN(C)CC2)c2nsnc12
→ 0, -2.3, 1, -8, 14, 20, 11, 1, -2
c1cc(-n2cnnn2)ccc1NC1=NCCC1
→ -1, 0.2, -10, 12, 6, 15, 7, -3, 1

Compounds above with a nitro group on carbon (4):
Results follow in this order: MIN6 prolif, MPTP inh, APJ antag, TIM10 inh, tim23-1 inh, NLRP3 yeast inh, tim10-1 inh, APJ agonist, NR3A LBD binder
Cc1c([N+](=O)[O-])cc(C(=O)NCc2ccc(F)cc2)cc1[N+](=O)[O-]
→ 2, -0.2, -45, 8, 14, 10, 11, 1, -5
Cc1ccc(OCCn2ccnc2)c([N+](=O)[O-])c1
→ -3, -0.3, 9, -10, -14, -3, -12, 5, -1
Cc1nc(-c2ccc([N+](=O)[O-])cc2)c(-c2ccccc2)o1
→ 4, 0.2, -32, 0, 40, 5, 15, -2, 0
COc1ccc(/C(C)=N/NC(=O)Cn2nc([N+](=O)[O-])cc2C)cc1
→ -3, 0.2, -9, -19, -6, 7, -9, -2, 3

High-throughput results: PubChem BioAssay, Sanford-Burnham Center for Chemical Genomics
